# tuberculosis growth – growth inhibition of non-replicating M. tuberculosis (AID 488890) | one-dose inhibition, % at 25 µM; IC50 in µM for titrated hits | actives 0.39% (n = 320,000) | Mycobacterium tuberculosis non-replicating, growth inhibition; higher % means a stronger effect; in the data active = a potency from the dose series; inconclusive = inhibition mostly from about 82% at the one dose, without a potency; inactive = the rest, 99 in 100 with inhibition below about 76%;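 also: plate controls were DMSO cells for no effect and high antibiotic wells for full effect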
# H1N1 NS1A inhibition – NS1A inhibition, H1N1 influenza, cell based functional assay (AID 504329); NS1A functional cell-based assay, percent inhibition; higher % means a stronger effect; inhibition, % at 12.5 µM; hits with a dose series show IC50 in µM; actives 0.3% (n = 340,000); in the data active = a potency from the dose series; inconclusive = inhibition above about 27% without an active follow-up result; also: strong numbers were not always called active
# H37Rv inhibition – M. tuberculosis growth inhibition, HTS (AID 449762); M. tuberculosis H37Rv growth inhibition, 7H9 media; higher % means a stronger effect; inhibition, % at 25 µM; hits with a dose series show IC50 in µM; actives 0.59% (n = 330,000); in the data active = a potency from the dose series; inconclusive = inhibition above about 70% without an active follow-up result;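 also: bacterial growth assessed after seven days of incubation; strong numbers were not always called active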
# VEEV TC-83 Vero – inhibitors of VEEV TC-83 cytopathic effect, confirmation, Vero cells (AID 588727); Vero cells, VEEV TC-83 cytopathic effect inhibition; higher % means a stronger effect; inhibition, % at 20 µM; hits with a dose series show IC50 in µM; actives 0.13% (n = 350,000); in the data active = a potency from the dose series; inconclusive = inhibition mostly from about 14% at the one dose, without a potency; inactive = the rest, 99 in 100 with inhibition below about 12%; also: strong numbers were not always called active
# PhoP GFP inhibition – PhoP regulon inhibitors, Salmonella typhi PhoP promoter GFP reporter, confirmatory (AID 1850) | inhibition, % at 50 µM, or IC50 in µM where a hit was titrated | Salmonella Typhi PhoP-promoter GFP reporter, fluorescence, 4 h; higher % means a stronger effect | actives 0.33% (n = 310,000); in the data active = a potency from the dose series; inconclusive = inhibition mostly from about 25% at the one dose, without a potency; inactive = the rest, 99 in 100 with inhibition below about 19%;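 also: 0% = induced wells with vehicle and 100% = uninduced wells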
# VEEV TC-83 Vero 10K pilot screen – also measured in VEEV TC-83 Vero; calls as there; inhibition, %; measured here: 10K pilot screen inhibition
# * hit, by the source's call; i = inactive; ? = inconclusive; / = not tested or not shown.
SMILES,tuberculosis growth,H1N1 NS1A inhibition,H37Rv inhibition,VEEV TC-83 Vero,PhoP GFP inhibition,others
Cn1nc(-c2ccccc2)c(C(=O)Nc2ccc(Cl)cc2)c1Cl,8%,4%,0%,i,-6%,
CSCCC(NC(C)=O)C(=O)Oc1ccc2c3c(c(=O)oc2c1)CCCC3 (stereo not drawn),/,0%,/,1.4%,/,
COc1ccc(NC(=O)CCNC(C)=O)cc1NS(=O)(=O)c1ccc(F)cc1,4%,6%,0%,2.5%,10%,
O=C(COc1cccc2ccccc12)N1CCN(c2ccccc2)CC1,11%,5%,-2%,1.8%,4%,
Cc1nnc(NC(=O)C2CCCN(c3ncccn3)C2)s1 (stereo not drawn),21%,0%,-6%,2.8%,1%,
O=C(O)C1C2CCC(O2)C1C(=O)NCc1ccncc1 (stereo not drawn),4%,-8%,0%,0.5%,-7%,
CC(=O)c1ccc(NC(=O)CSc2nnc(Cn3c(=O)sc4ccccc43)n2C)cc1,-12%,-2%,-4%,0.4%,-10%,
CC(C(=O)O)c1cccc(Oc2ccccc2)c1 (stereo not drawn),/,-13%,/,0.8%,/,
CCN1CCN(c2sc(S(C)(=O)=O)nc2S(=O)(=O)c2ccc(C)cc2)CC1,4%,-1%,-6%,46%,-2%,
COC(=O)CCCCC1SCC(NC(=O)c2ccccc2)C1=O (stereo not drawn),?,0%,8.8µM*,0.5%,-9%,

# 7 compounds drawn at random from the list so far:
SMILES,tuberculosis growth,H1N1 NS1A inhibition,H37Rv inhibition,VEEV TC-83 Vero,PhoP GFP inhibition,others
O=C(O)C1C2CCC(O2)C1C(=O)NCc1ccncc1 (stereo not drawn),4%,-8%,0%,0.5%,-7%,
CSCCC(NC(C)=O)C(=O)Oc1ccc2c3c(c(=O)oc2c1)CCCC3 (stereo not drawn),/,0%,/,1.4%,/,
COc1ccc(NC(=O)CCNC(C)=O)cc1NS(=O)(=O)c1ccc(F)cc1,4%,6%,0%,2.5%,10%,
O=C(COc1cccc2ccccc12)N1CCN(c2ccccc2)CC1,11%,5%,-2%,1.8%,4%,
COC(=O)CCCCC1SCC(NC(=O)c2ccccc2)C1=O (stereo not drawn),?,0%,8.8µM*,0.5%,-9%,
Cc1nnc(NC(=O)C2CCCN(c3ncccn3)C2)s1 (stereo not drawn),21%,0%,-6%,2.8%,1%,
CC(=O)c1ccc(NC(=O)CSc2nnc(Cn3c(=O)sc4ccccc43)n2C)cc1,-12%,-2%,-4%,0.4%,-10%,

# Other entries.
SMILES,tuberculosis growth,H1N1 NS1A inhibition,H37Rv inhibition,VEEV TC-83 Vero,PhoP GFP inhibition,others
c1coc(CNC2C3CC4CC(C3)CC2C4)c1 (stereo not drawn),-2%,1%,12%,i,1%,
Cc1c(Cl)cccc1NC(=O)C1Cc2ccccc2CN1C(=O)c1ccccc1 (stereo not drawn),57%,-2%,10%,1.8%,-10%,
CCS(=O)(=O)Nc1cccc(C2=NN(S(=O)(=O)c3ccc(C)cc3)C(c3cccs3)C2)c1 (stereo not drawn),19%,6%,-10%,2.1%,-15%,
CC(C)Nc1ccc(Cl)cc1[N+](=O)[O-],-6%,/,1%,/,2%,
COc1ccc(C(CC(=O)N2CCCC2)c2c(O)cc(OC)cc2OC)cc1 (stereo not drawn),-3%,-14%,-6%,0.7%,2%,
Cc1ccc(Nc2nc3c([nH]2)c(=O)n(C)c(=O)n3C)cc1,8%,-5%,9%,0.8%,2%,
COc1ccccc1OCCCC(=O)Nc1ccc(N2CCOCC2)cc1,-5%,-3%,0%,0.8%,4%,
COc1cccc(/C=C2/Sc3ccc(C(=O)NCCCN4CCCC4)cc3NC2=O)c1,51%,12%,6%,1.7%,10%,
CCNC(=O)CCn1nc(-c2ccc(C)cc2)c2ccccc2c1=O,-3%,-8%,-4%,i,3%,
O=C(CNc1cccc2ccccc12)N/N=C/c1cccc(Oc2ccccc2)c1,44%,8%,18%,3.6%,-5%,
CCC(C)NC(=O)C1CCN(S(=O)(=O)c2ccc3nc4c(c(C(=O)O)c3c2)CCCCC4)CC1 (stereo not drawn),-3%,-96%,-1%,1.1%,-17%,
CCN(C(=O)c1cc(Cl)ccc1OC)c1ccccc1C,1%,-3%,1%,i,7%,
c1cncc(-c2noc(-c3cccc4ccccc34)n2)c1,11%,-4%,12%,i,5%,
O=C(NC1CCC(O)CC1)c1ccccc1OCc1ccc(F)cc1 (stereo not drawn),-5%,-1%,0%,4.5%,-9%,
COc1ccc(-c2cc(-c3c(O)c(OC)c4occc4c3OC)[nH]n2)cc1,11%,6%,?,1.4%,-12%,
Cn1nc(C(=O)Nc2ccccc2Cl)cc1C(=O)Nc1ccccc1Cl,-6%,-19%,-2%,7.7%,3%,
COCCC(=O)Nc1c(-c2ccccc2)c2cc(Br)ccc2[nH]c1=O,-12%,0%,3%,4.1%,3%,
Cc1nc(C(=O)Nc2ccccc2)sc1C1(C)CC(c2cccc([N+](=O)[O-])c2)=NO1 (stereo not drawn),-1%,1%,5%,0.1%,11%,
C=C[C@H](CC(C)C)N(Cc1ccccc1)S(=O)(=O)N(Cc1ccc(OC)cc1)[C@H](C=C)CC(C)C,3%,-6%,1%,i,/,
O=c1c2cc(O)c(O)cc2oc2cc(O)c(C3OC(CO)C(O)C(O)C3O)c(O)c12 (stereo not drawn),-12%,0%,0%,0.0%,21%,
Cc1ccc(-c2cc(C(F)F)n3ncc(C(=O)N4CCN(c5cccc(C)c5C)CC4)c3n2)cc1,65%,-1%,?,3.7%,5%,
CC(C)Cn1c(N)c(C(=O)COC(=O)COc2cccc(C(F)(F)F)c2)c(=O)n(C)c1=O,66%,-11%,9%,2.5%,8%,
CC(C)(C)OC(=O)N(CCc1ccccc1)Cc1ccccc1OCc1ccc(NC(=O)C2CCCC2)cc1,/,-6%,/,0.9%,/,
CC1(C)OC2CCN3C(C(O)COS3(=O)=O)C2O1 (stereo not drawn),-7%,12%,-3%,0.2%,2%,VEEV TC-83 Vero 10K pilot screen=0.6
CC(C)(C)NC(=O)COC(=O)CCC(=O)c1ccc(Cl)cc1,7%,-1%,-1%,0.2%,-6%,
CCn1cc(/C=N/NS(=O)(=O)c2ccc(OC)cc2)c(C)n1,-7%,-1%,2%,0.2%,-10%,
CCN(C[C@H]1N[C@@](Cc2ccccc2)(C(=O)OC)[C@H]2C(=O)N(Cc3ccccc3)C(=O)[C@@H]12)C(=O)Nc1ccc(Cl)cc1,78%,-1%,0%,0.9%,/,
O=C(Cc1ccccc1)c1c[nH]c(C(=O)C(Cl)(Cl)Cl)c1,28%,-22%,4%,0.7%,8%,
CC(C)(C)c1ccc(C(=O)NNC(=O)Cc2cccc3ccccc23)cc1,0%,-13%,5%,i,-4%,
CCOc1ccc(N(CC(=O)O)S(=O)(=O)c2cccnc2)cc1,-12%,0%,1%,1.6%,-1%,
Nc1[nH]nc2nc(-c3ccccc3)[nH]c(=O)c12,-6%,6%,0%,1.1%,4%,
Cc1cccc(CC(=O)NCC2CCCCC2)c1,i,-2%,10%,i,1%,
O=c1oc2ccccc2c(O)c1C=Nc1cccnc1,26%,-7%,-8%,5.7%,-9%,
O=C(c1cc(F)ccc1F)C1CCCN(C(=O)CCCN2CCCCC2=O)C1 (stereo not drawn),-2%,5%,-1%,0.4%,-4%,
CC(C)(C)C#CC(CCc1ccccc1)OS(N)(=O)=O (stereo not drawn),38%,/,41%,/,-37%,
N#Cc1ccccc1OCC(=O)N1CCN(CC(=O)Nc2ccc(F)cc2)CC1,/,-4%,/,2.6%,/,
O=C(CCOc1ccccc1)NCC(c1ccco1)N1CCCCC1 (stereo not drawn),15%,-19%,-20%,i,2%,
NC(=O)NC(=O)CC1S/C(=N/N=C2\CSC(=O)N2)NC1=O (stereo not drawn),-13%,7.5µM*,1%,0.7%,-8%,
CN1CCN(CCn2c(=S)[nH]c3ccccc3c2=O)CC1,0%,-7%,-2%,1.9%,-12%,
O=C(Nc1nc(-c2cccs2)cs1)c1ccc(S(=O)(=O)N2CCCCC2)cc1,/,-5%,-6%,1.1%,1%,
CCOC(=O)C1CCCN(CCSc2ccc(C)cc2)C1 (stereo not drawn),79%,-4%,-1%,2.4%,-4%,
C/C(=N/NC(=O)COc1cc(C)ccc1C(C)C)C(=O)O,-21%,9%,0%,i,-8%,
Cc1ccc(O)c(CNCCNCc2cc(C)ccc2O)c1,14%,10%,-1%,1.4%,23%,
Cc1cc(C)c(C)c(S(=O)(=O)NCc2ccc(C(=O)N3CCN(C)CC3)cc2)c1C,-17%,-17%,-6%,0.3%,7%,
O=c1cc(N2CCN(Cc3ccccc3)CC2)c(-c2ccccc2)n[nH]1,-1%,-7%,-2%,7.7%,-4%,
CCCCn1c(=O)n(CC(O)c2ccccc2)c(=O)c2c1ncn2C1CCCC1 (stereo not drawn),1%,0%,-12%,8.1%,4%,
Cc1ccc(N2CCN(S(=O)(=O)N3CCCCC3)CC2)cc1C,-6%,5%,-3%,0.3%,1%,
O=C(Cc1ccccc1)NNS(=O)(=O)c1ccc([N+](=O)[O-])cc1,59%,-4%,-4%,0.2%,-5%,
O=C(CN1CCN(CCO)CC1)Nc1ccc(Cl)cc1C(=O)c1ccccc1,5%,6%,-10%,2.6%,7%,
Cc1cc(=O)[nH]c(Nc2cccc(Cl)c2C)n1,-7%,-19%,1%,i,8%,
# (cont.)
SMILES,tuberculosis growth,H1N1 NS1A inhibition,H37Rv inhibition,VEEV TC-83 Vero,PhoP GFP inhibition,others
O=C(Cn1c(=O)c2c3c(sc2n(Cc2ccccc2)c1=O)CCCC3)NCCO,17%,1%,-1%,0.8%,-11%,
CN(C)CCNC(=O)/C(=C/c1ccc(-c2cccc([N+](=O)[O-])c2)o1)NC(=O)c1ccccc1,-25%,7%,-1%,2.5%,0%,
CC(=O)c1cccc(NC(=O)C2C3C=CC(C4CC34)C2C(=O)O)c1 (stereo not drawn),-9%,-1%,-1%,0.8%,0%,
COc1ccc(NC(=O)C2CCCCN2S(=O)(=O)c2ccc(F)cc2)c(OC)c1 (stereo not drawn),39%,-1%,-1%,2.1%,-1%,
CC(OC(=O)Cc1n[nH]c(=O)c2ccccc12)C(=O)Nc1cccc([N+](=O)[O-])c1 (stereo not drawn),-4%,0%,6%,0.8%,-3%,
COc1cccc(-n2nc(-c3ccnn3-c3cccc(Cl)c3)c(=O)n(C)c2=O)c1,-4%,-17%,-10%,1.0%,5%,
CC1CCCN(Cc2nc3c(c(=O)n(C)c(=O)n3C)n2CCc2ccccc2)C1 (stereo not drawn),7%,14%,-10%,0.6%,-3%,
CCOC(=O)c1ccccc1OCc1cc(/C=N/NC(=O)c2ccncc2)ccc1OC,65%,11%,?,5.8%,15%,
Cc1ccccc1CNC(=O)C1CCCN(c2nnc(C)c3c(C)n(-c4ccccc4)nc23)C1 (stereo not drawn),14%,-3%,-1%,i,0%,
Cc1noc(NS(=O)(=O)c2ccc(NC(=O)CSc3nc4c(cc3C#N)CCCCC4)cc2)c1C,17%,4%,-3%,2.8%,2%,VEEV TC-83 Vero 10K pilot screen=2.1
c1ccc(CCn2nnnc2CN2CCN(C3CCCC3)CC2)cc1,0%,-5%,2%,i,-8%,
C=CCNC(=O)/C(=C\c1ccc(OC)cc1)NC(=O)c1ccc([N+](=O)[O-])cc1,10%,-1%,13%,1.5%,-4%,
COc1ccc(-c2oc3ncn4nc(Cc5ccccc5)nc4c3c2-c2ccc(OC)cc2)cc1,-5%,0%,0%,1.6%,5%,
COc1ccc(N(C(=O)COc2cccc(C)c2)S(=O)(=O)c2ccc(C)cc2)cc1,39%,-2%,3%,1.7%,-2%,
COc1cccc(C(=O)COC(=O)COc2c(C)cc(C)cc2C)c1,45%,-17%,3%,1.7%,/,
Nc1nc(SCC(=O)c2cc3ccccc3o2)n[nH]1,5%,8%,6%,0.2%,-8%,VEEV TC-83 Vero 10K pilot screen=0.7
CCn1c2ccccc2c2cc(/C=N/n3cn[nH]c3=S)ccc21,5%,-22%,68%,2.6%,4%,
CCOC(=O)C1=C(COC(=O)/C=C/c2ccc(Cl)cc2)NC(=O)NC1C (stereo not drawn),-14%,-10%,-20%,1.7%,-8%,
Cc1ccc(NC(=O)CCNC(=O)c2ccc(Br)cc2)nc1,26%,4%,-17%,8.1%,1%,
CC1(CCl)CN1S(=O)(=O)c1ccccc1 (stereo not drawn),-6%,-1%,-3%,i,1%,
CC(c1ccccc1)N1CCn2c(nc3cc(NC(=O)NC4CCCCC4)ccc32)C1 (stereo not drawn),30%,10%,-12%,0.8%,-2%,

# Compound activity deposited in PubChem BioAssay by Southern Research Specialized Biocontainment Screening Center.
